# Bioassay records from PubChem BioAssay.
# Pf growth 96h: inhibits malaria parasite growth, 96 h. P. falciparum luciferase reporter growth, 96 h. Potency, µM (titrated, usually from 28.7 µM), inactives show top-dose activity change, negative = inhibition, actives largely listed as inhibitors. actives 6.9% (n = 320,000); note: potency is the fitted concentration of half-maximal effect; % is set by controls: 0 for no effect and ±100 for the full control effect
#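 Parasite growth measured via integrated firefly luciferase reporter in P. falciparum. Infected erythrocytes at 2% hematocrit, 0.05% parasitemia final were treated 96 hours at 37 C under 5% CO2, and luminescence was read.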
# HCV inh: inhibitors of hepatitis C virus infection; Huh7.5.1 HCVcc-Cre infection, luciferase reporter, 44 h; actives 3.4% (n = 340,000); Potency, µM (highest dose often 41.8 µM), for the others: top-dose activity change, negative = inhibition, usual class: inhibitors; note: potency is the fitted concentration of half-maximal effect; % is set by controls: 0 for no effect and ±100 for the full control effect
#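 1,000 cells/well; 4 h culture; + compound; + HCVcc-Cre (~0.5 moi); 44 h; luciferase substrate, RT 15 min; read 15 sec.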
# LmPK inhibitor: inhibitors of Leishmania mexicana pyruvate kinase | AID 1721 | actives 0.37% (n = 290,000) | purified LmPK, Kinase-Glo ATP luminescence, 1 h | Potency, µM (series often up to 57.5 µM), without a hit: at the top dose activity change, negative = inhibition, most hits filed as inhibitors | Q27686; note: potency is the fitted concentration of half-maximal effect; % is set by controls: 0 for no effect and ±100 for the full control effect
# Target sequence (Q27686 whole entry, looked up): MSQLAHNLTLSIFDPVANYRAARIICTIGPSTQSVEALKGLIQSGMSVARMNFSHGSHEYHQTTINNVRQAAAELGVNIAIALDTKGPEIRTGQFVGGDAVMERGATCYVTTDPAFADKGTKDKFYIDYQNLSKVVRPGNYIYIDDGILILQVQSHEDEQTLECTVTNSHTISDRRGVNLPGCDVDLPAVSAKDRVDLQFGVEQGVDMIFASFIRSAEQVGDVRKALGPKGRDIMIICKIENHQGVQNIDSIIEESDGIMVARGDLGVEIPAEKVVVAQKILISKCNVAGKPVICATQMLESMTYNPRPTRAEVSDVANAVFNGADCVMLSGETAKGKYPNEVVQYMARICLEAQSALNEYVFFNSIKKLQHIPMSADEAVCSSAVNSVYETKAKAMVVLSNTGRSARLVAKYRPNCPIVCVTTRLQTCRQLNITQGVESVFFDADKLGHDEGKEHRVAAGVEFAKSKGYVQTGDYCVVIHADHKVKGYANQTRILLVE
#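 Pyruvate kinase activity monitored as ATP production (luciferase luminescence). Conditions: 0.1 nM enzyme, 0.5 mM PEP, 0.1 mM ADP, 1 h, RT; normalized against uninhibited and no-enzyme wells.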
# Pf growth 48h: P. falciparum growth inhibition at 48 hours (one generation). Potency, µM (titrated, usually from 28.7 µM), for the others: top-dose activity change, negative = inhibition, most hits filed as inhibitors. actives 5.9% (n = 310,000). P. falciparum luciferase growth in erythrocytes, 48 h; note: potency is the fitted concentration of half-maximal effect; % is set by controls: 0 for no effect and ±100 for the full control effect
#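 A one-generation exposure of luciferase-tagged malaria parasites in RPMI 1640/Albumax erythrocyte culture, 37 C and 5% CO2. Inhibition is inferred from decreased luminescence after adding detection reagent.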
# CHX counter: counter-screen for Shiga toxin inhibitors: cycloheximide protein synthesis inhibition; actives 12% (n = 300,000); max response, %; cell reporter, cycloheximide protein synthesis inhibition counterscreen; AID 2314; in the data active = max response mostly above about 13%, no sharp cut-off; inactive = mostly below about 14%; note: read at 38.3 µM for the half of the compounds with a filed dose; 0% is about no effect
# Shiga inhibitor: blocks Shiga toxin action in Vero cells; AID 2315; inhibition, % at 38.7 µM; Vero cells, Shiga toxin protein synthesis inhibition reporter; actives 9.2% (n = 290,000); in the data active = inhibition mostly above about 28%, no sharp cut-off; inactive = mostly below about 43%; note: 0% is about no effect
# Tb PYK inh: inhibitors of Trypanosoma brucei pyruvate kinase | Q57TT1 | TbPYK enzyme, Kinase-Glo Plus ATP luminescence, 45 min | Potency, µM (series often up to 76.8 µM), for inactives: top-dose activity, negative = inhibition, hits mostly inhibitors | actives 0.12% (n = 410,000); note: potency is the fitted concentration of half-maximal effect; % is set by controls: 0 for no effect and ±100 for the full control effect; nearly all actives have a fitted effect of over 50% in size
#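 Luminescent Kinase-Glo Plus end-point after 45 min room-temperature reaction of T. brucei pyruvate kinase started with 130 uM ADP (final). Buffer TEA 50 mM pH 7.2 with KCl, MgCl2, BSA, Tween-20; titration-based qHTS with fitted concentration-effect curves.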
# Starred values were filed as active, the others as inactive; ? = inconclusive; nt = no result given; & = joins results of further samples; [ ] = remark or other dose. Unless noted, calls come from the whole dose curve; as a rule, active = well fitted curve in the direction sought with a large enough effect; inconclusive = small, poorly fitted or top-dose-only effect, or another doubt; inactive = no such curve, though single readings can be large; an effect the other way counts as inactive or inconclusive. Rows were taken by chance. Share with any hit: about 24%.
no.	smiles	CHX counter	Tb PYK inh	Pf growth 48h	Shiga inhibitor	LmPK inhibitor	Pf growth 96h	HCV inh
1	CCN(Cc1ccccc1)C(=O)CCS(=O)(=O)c1ccc2c(c1)NC(=O)CO2	-3	-9%	-7%	-2	4%	86%[activator]	17%
2	COc1cc2c(C(=O)O)c(C)n(C)c2cc1Br	-3	-20%	25%	-7	-6%	?	5%
3	CC1Cc2cc(/C(O)=C3/C(=O)C(=O)N(Cc4ccco4)C3c3cccs3)ccc2O1 (stereo unspecified)	46*	5%	41%[activator]	87*	0%	-15%	22%
4	CC1CC(=O)Nc2ccccc2N1S(=O)(=O)c1ccc(Br)cc1 (stereo unspecified)	-3	-2%	?	9	4%	-2%	7%
5	O=C(NCCCN1CCOCC1)c1sc2cc([N+](=O)[O-])ccc2c1Cl	10	?	0%	6	-2%	5%[5.75 µM]	?
6	CC(C)CNc1nc(N)c([N+](=O)[O-])c(NC2CCCCC2)n1	-2	-1%	?	22	-4%	-28%	-1%
7	Cc1c(/C=N/NC(=O)c2cccs2)c2ccccc2n1Cc1ccccc1Cl	23*	-3%	?	30*	-1%	?	?
8	CCOC(=O)CSc1nc2ccccc2c(=O)n1CC(C)C	1	-2%	53%[activator]	-3	2%	31%[activator]	-20%
9	O=P(O)(CCc1ccccn1)CN1CCOCC1	-4	3%	nt	22	5%	5.2µM*	12%
10	CCN(CC)CCNc1c2c(c(C#N)c3nc4ccccc4n13)CCCC2	-3	-19%	10µM*	-9	-3%	nt	?
11	COc1ccc2[nH]c(=O)c(CN(CCc3ccccc3)C(C)=O)cc2c1	-2	-6%	5%	17	-4%	11%	3%
12	Cc1ccc(S(=O)(=O)N2CCC(C(=O)OCC(=O)N(CCC#N)c3ccc(F)cc3)CC2)cc1C	nt	-11%	?	nt	nt	9%	-5%
13	CC1CN(C(=O)c2ccc(OC3CCN(Cc4ccccn4)CC3)cc2)CCN1C (stereo unspecified)	-1	-3%	1%	-10	2%	67%[activator]	-1%
14	COC(=O)c1ccc(Oc2coc3cc(OCc4cnn(-c5ccccc5)c4)ccc3c2=O)cc1	-3	2%	34%[activator]	-14	-1%	53%[activator]	19%
15	Cc1ccccc1Nc1c(-c2ccncc2)nc2ccc(Br)cn12	-2	2%	?	-15	1%	76%[activator]	0%
16	CCOC(=O)c1cc(S(=O)(=O)N2CCCC2)cn1C	-2	-1%	1%	1	2%	20%	9%
17	Cc1cc(NC(=O)CSc2nc3ccccc3c(=O)n2-c2ccccc2)no1	-4	9%	29%	-17	-3%	nt	9%
18	Cc1cccc(OCCC(=O)Nc2cc(S(=O)(=O)N3CCCCC3)ccc2N2CCOCC2)c1	-3	3%	?	-2	-1%	?	-16%
19	O=C(Cc1n[nH]c(=O)[nH]c1=O)N/N=C/CCc1ccccc1	-3	1%	-12%	9	-14%	-19%	1%
20	Cc1ccc2cc(CN(Cc3nnnn3C3CCCCC3)CC3CCCO3)c(=O)[nH]c2c1 (stereo unspecified)	-3	1%	?	-16	4%	-10%	-21%
21	Cc1cccc(C)c1NC(=O)CN1CCN(CCCC(c2ccc(F)cc2)c2ccc(F)cc2)CC1	nt	-3%	12µM*	nt	nt	4.5µM*	2µM*
22	CCCn1c2c(c(O)c(C(=O)Nc3ncccc3O)c1=O)CCCC2	-6	-11%	5%	-11	3%	-20%	4%
23	CC(NC(N)=O)C(=O)Nc1ccc(Cl)c(S(=O)(=O)Nc2ccc(Cl)cc2)c1 (stereo unspecified)	6	-15%	-8%	-14	-1%	2%	19%
24	CCc1ccc(CN(C)C(C)C(=O)NCc2ccccc2)cc1 (stereo unspecified)	-7	-3%	2%[0.00184 µM]	-6	3%	-1%	4%
25	Cc1ccccc1NC1=C/C(=N\S(=O)(=O)c2ccc(C(=O)O)cc2)c2ccccc2C1=O	19	3%	2.6µM*	36*	0%	?	?
26	CCN1C(=O)N(c2ccc(Cl)cc2)C(C)=CC1(C)C	0	-2%	-5%	12	-3%	34%[activator]	-9%
27	O=C(COC(=O)c1ccc2c(c1)S(=O)(=O)N=C1CCCCCN12)NCCc1ccc(F)cc1	-3	-1%	3%	18	-2%	9%	5%
28	CC1CCCCN1Cc1cnc(Cl)s1 (stereo unspecified)	-3	-1%	-5%	4	-5%	55%[activator]	4%
29	Cc1cc2nc(C)c(Cl)c(=O)n2[nH]1	0	-6%	-11%	-8	1%	0%	9%
30	[O-]/C(=C(\C(=S)NCc1ccccc1)[n+]1ccccc1)c1ccc(Cl)s1	-2	-1%	0%	14	8%	-28%	-2%
31	CN(Cc1ccccc1)Cc1nc2c(c(=O)n(C)c(=O)n2C)n1Cc1ccccc1Cl	-2	-10%	nt	-3	1%	?	?
32	O=C(CCN=C1NS(=O)(=O)c2ccccc21)OCC(=O)c1ccccc1	nt	0%	10%	nt	nt	9%	14%
33	COC(=O)C1=C(C)NC(=O)C1(NS(=O)(=O)c1ccc(C)cc1)C(F)(F)F (stereo unspecified)	-4	-3%	12%	-7	1%	nt	5%
34	CCOc1ccc(N2C(=O)CS/C2=N/NC(=O)COc2ccc3ccccc3c2)cc1	-3	-3%	-7%	-9	0%	32%[activator]	8%
35	O=C(NCC(c1ccco1)N1CCN(c2ccccc2F)CC1)C1CCCCC1 (stereo unspecified)	nt	-12%	12µM*	nt	nt	-23%	?
36	CCC(C)N(C(=O)CSc1nnc(-c2cccs2)n1C1CC1)C1CCS(=O)(=O)C1 (stereo unspecified)	nt	-7%	-6%	nt	nt	0%	2%
37	O=c1[nH]c(/C=C/c2ccccc2[N+](=O)[O-])nc2ccccc12	9	-6%	26%	-7	-2%	-7%	-12%
38	O=C(Cn1cc(C(=O)c2ccco2)c2ccccc21)NC1CCCC1	8	-11%	?	14	2%	-21%	?
39	CCN(CC)CC(=O)Nc1ccc(Oc2ccc(NC(=O)CN(CC)CC)cc2)cc1	7	-4%	?	2	2%	3%	?
40	CC1=C(C(=O)Nc2ccccc2)C2(CCCCC2)C(C#N)=C(SCC(N)=O)N1	-7	?	nt	-18	10%	-33%	26%
41	COc1ccc(CNC(=O)CN2C(=O)c3ccccc3C2=O)cc1	8	2%	nt	11	-5%	23%	10%
42	Cc1ccc(S(=O)(=O)N(C)/N=C2/C(=O)N(CC(=O)O)c3ccccc32)cc1	-3	-7%	12%	-6	-4%	?	11%
43	CNC(=O)c1cc(C)c(-c2ccccc2)s1	46*	-12%	?	35	0%	nt	-8%
44	O=C(/C=C/c1ccccc1)NC(NC(=S)Nc1cccc(O)c1)C(Cl)(Cl)Cl (stereo unspecified)	8	-20%	?	12	-2%	-1%	?
45	CN=c1sc2ccccc2n1CC(O)COCc1ccco1 (stereo unspecified)	-1	2%	-3%	-2	10%	8%	1%
46	CSc1ccc(/C=C/C(=O)N2CCCN(C)CC2)cc1	23*	0%	116%[activator]	52*	1%	109%[activator]	-11%
47	COC(=O)c1[nH]c2cccc(OC)c2c1NC(=O)CCN1CCC(C(N)=O)CC1	8	nt	32%[activator]	11	1%	?	nt
48	O=CN/C=C/c1cc(O)ccc1O	4	-21%	-25%	10	4.5µM*	-16%	10%
49	CCOc1ccccc1N1CCN(CC(=O)NC(C)c2ccccc2)CC1 (stereo unspecified)	1	1%	1%	-5	-4%	?	-12%
50	Cc1ccc(C2=NN(CCC(=O)N3CCC4(CC3)OCCO4)C(=O)CC2)cc1	-6	-3%	4%	-27	1%	?	-2%
51	CC12CCC(C(=O)NCc3ccc4c(c3)OCO4)(C(=O)C1=O)C2(C)C (stereo unspecified)	3	1%	0%	-9	-1%	nt	-24%
52	COc1ccc(/C=C2\CC/C(=C\c3ccc(OC)c(OC)c3)C2=O)cc1OC	8	0%	-12%	2	-14%	?	?
53	CCNC(=O)COC(=O)Cc1ccc(Cl)cc1Cl	15	-1%	7%	8	7%	100%[activator]	13%
54	COc1ccc(CN2CCCC(CNC(=O)c3ccc(F)cc3)C2)c(C)c1C (stereo unspecified)	-3	2%	-17%	-29	-1%	10µM*	-7%
55	O=C(Nc1c(F)cc(F)cc1Br)c1ccco1	0	-3%	-5%	4	1%	nt	2%
56	O=C(/C=N\O)NCCCNCc1ccccc1	-1	2%	-5%	2	2%	5.9µM*	24%

# Complete entries, looked up by structure:
# O=C(NCCCN1CCOCC1)c1sc2cc([N+](=O)[O-])ccc2c1Cl is listed with CHX counter: 10; Tb PYK inh: ?; Pf growth 48h: 0%; Shiga inhibitor: 6; LmPK inhibitor: -2%; Pf growth 96h: 5%[5.75 µM]; HCV inh: ?
# Cc1cccc(OCCC(=O)Nc2cc(S(=O)(=O)N3CCCCC3)ccc2N2CCOCC2)c1 is listed with CHX counter: -3; Tb PYK inh: 3%; Pf growth 48h: ?; Shiga inhibitor: -2; LmPK inhibitor: -1%; Pf growth 96h: ?; HCV inh: -16%

# (list continues)
no.	smiles	CHX counter	Tb PYK inh	Pf growth 48h	Shiga inhibitor	LmPK inhibitor	Pf growth 96h	HCV inh
57	COc1cccc(CN(C)C(=O)c2cc(S(=O)(=O)NC3CCCCC3)ccc2C)c1OC	nt	-4%	?	nt	nt	?	?
58	COc1ccc(N(CC(=O)NCCC2=CCCCC2)S(=O)(=O)c2ccccc2)c(OC)c1	1	-4%	?	-4	0%	18%	9%
59	O=C1Nc2cc(C(=O)N3CCN(c4ccccn4)CC3)ccc2S/C1=C\c1ccccc1	3	4%	?	-10	-1%	1%	-15%
60	CCOCCn1c(SCC(=O)OCc2ccccc2)nc2c1c(=O)[nH]c(=O)n2C	-6	2%	-4%	-3	2%	23%	-6%
61	COc1cc(OC)cc(C(=O)OCC(=O)NCc2ccc3c(c2)OCO3)c1	1	2%	4%	-2	0%	19%[5.75 µM]	-3%
62	COc1cccc(NC(=O)CSC(N)=O)c1	18	9%	?	36*	4%	-30%	24%
63	Cc1nn(C(=O)c2c(-c3ccccc3)noc2C)c(C)c1N=Nc1cc(C(F)(F)F)cc(C(F)(F)F)c1	-2	-2%	-9%	26	-3%	-7%	10%
64	CS(=O)(=O)Nc1nc2n(n1)C(c1ccccc1)CC(c1ccccc1)N2 (stereo unspecified)	0	-2%	-13%	28	1%	6%	16%
65	CCCCn1c(-c2ccccc2)nc2c(=O)n(C)c(=O)[nH]c21	1	-10%	13%	13	-6%	0%[5.75 µM]	3%
66	c1ccc(NC2=NCCCCS2)cc1	-2	0%	-19%	-10	4%	-12%	4%
67	CCN(CC)CC(=O)Nc1ccc(C)cc1C(=O)c1ccccc1	0	-2%	?	-6	-3%	?	-5%
68	CN(C)CCCN(C(=O)c1ccc2c(c1)OCCO2)c1nc2ccc(Cl)cc2s1	15*	nt	10µM*	36	-3%	12µM*	nt
69	Cc1cccc(NC(=O)CN2C(=O)N/C(=C/c3ccc(C)o3)C2=O)c1	-2	?	5%	12	11%	26%	-24%
70	Cc1cc(C(=O)O)ccc1-c1ccc(/C=C2\SC(=O)N(CC(=O)Nc3ccc4c(c3)OCO4)C2=O)o1	-2	nt	16%	15	-6%	19%	nt
71	O=C(NC1CCC(c2ccccc2)CC1)c1cccnc1 (stereo unspecified)	3	1%	?	13	-3%	11%	2%
72	Cc1ccc(C(=O)NNC(=O)c2ccc3c(c2)OCCO3)cc1	nt	-8%	328%[activator]	nt	nt	419%[activator]	1%
73	CCc1ccc(NC(=O)CSc2nc3nc(C)cc(C)n3n2)cc1	13	1%&5%	8%	-3	0%	?	?
